MPTP block: mitochondrial permeability transition pore inhibitors, primary screen, biochemical, isolated mouse mitochondria, absorbance; Ca2+ swelling absorbance, 30 min; 360,000 tested, 1.4% active; inhibition, % at 10 µM; AID 602449, 2012;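 active = inhibition of 50% or more, scaled per plate between neutral and stimulator controls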;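 also: 0% = DMSO wells given calcium and 100% = 1 mM EGTA wells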
SENP8 block: human SENP8 protease inhibitors, primary screen, biochemical, fluorescence, Nedd8 protein substrate, uHTS. Sentrin-specific protease 8 (Homo sapiens), Q96LD8. recombinant SENP8. inhibition, % at 20 µM. 360,000 tested, 0.64% active; in the data active = inhibition mostly above about 40%, no sharp cut-off; inactive = mostly below about 27%
Target sequence (Q96LD8 whole entry, looked up): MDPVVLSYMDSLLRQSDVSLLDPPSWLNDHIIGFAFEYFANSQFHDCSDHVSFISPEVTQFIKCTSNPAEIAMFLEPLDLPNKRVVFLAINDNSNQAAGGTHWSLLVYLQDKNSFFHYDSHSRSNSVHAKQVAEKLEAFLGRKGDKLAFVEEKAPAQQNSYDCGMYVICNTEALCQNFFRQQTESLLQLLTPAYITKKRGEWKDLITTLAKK
* marks the source's active call; other numbers are inactive results. Some of the compounds tested; the hit share may differ from the screen's.

SMILES | MPTP block | SENP8 block
CC(=O)N1CCN(C(=O)c2[nH]c(C(F)(F)F)nc2-c2ccccc2)CC1 | -1.9 | 6
O=C(NCc1ccc(Cl)c(Cl)c1)c1cc(C2CCCCN2C(=O)OCCF)on1 (configuration not stated) | 0.7 | 14
COCOc1ccc(-c2ncc(OC)nc2NC(=O)c2ccsc2)cc1 | -0.5 | -27
COC(=O)C1(C(=O)OC)C[C@H](c2cccs2)N(Cc2ccccc2OC)[C@@H]1c1ccc(F)cc1 | 4.8 | 6
C=CCNc1ncnc2c1ncn2[C@H]1CN(Cc2ccc3c(c2)OCO3)C[C@@H](CO)O1 | -0.5 | 3
O=C(CC[C@H]1O[C@@H](n2cnc3c(NC(=O)c4ccccc4)ncnc32)[C@H](O)[C@@H]1O)N[C@@H](CO)c1ccccc1 | -1.6 | 6
OC[C@@H]1CN(Cc2ccccc2)C[C@H](n2cnc3c(N4CCCC4)ncnc32)O1 | 0.3 | 9
N#CC1=C(Nc2ccccc2Cl)SC2(CCCC2)NC1=O | -0.5 | 3
Cc1cccc(C)c1NC(=O)C1c2ccccc2OCC(=O)N1CCc1c[nH]c2ccccc12 (configuration not stated) | 0.4 | 14
CCOC(=O)[C@]12CCCC=C1N(Cc1ccccc1)C(=O)[C@H](CC(=O)N1CCN(C(=O)C3CC3)CC1)C2 | -2.5 | 34
Fc1ccccc1-c1nc(NCC2CC2)nc2ccsc12 | 0.1 | -478
CCOC(=O)C1=CC[C@@H](c2ccc([N+](=O)[O-])cc2)N(S(=O)(=O)c2ccc(C)cc2)[C@H]1c1ccccc1 | 0.0 | 14
CC(C)=CCC[C@H](C)C[C@@H]1CC2=C(C(=O)OC(C)(C)O2)[C@@H](c2ccc(F)cc2)O1 | 2.8 | 11
COc1ccc(C(C)(NC(C)=O)c2nc(-c3ccc(F)cc3OC)cs2)cc1 (configuration not stated) | -0.3 | 15
NC(Cc1ccc(F)cc1)c1csc(Nc2ccc(C(=O)NCCCO)cn2)n1 (configuration not stated) | -1.1 | -395
O=c1c(-c2cc3ccccc3[nH]2)nc2ccccc2n1C(CCc1ccccc1)c1nc2ccccc2[nH]1 (configuration not stated) | 5.2 | -430
CCOC(=O)[C@]12CCC=C1N(Cc1ccc(Cl)cc1Cl)C(=O)[C@H](CC(=O)N1CCCCC1)C2 | -2.1 | 7
COC(=O)C[C@H]1C=C[C@H](NC(=O)c2cccc(F)c2)[C@@H](CO)O1 | 5.7 | 19
O=C(NC(c1ccc(Cl)cc1)c1ccsc1)C1CCN(Cc2cccc(C(F)(F)F)c2)CC1 (configuration not stated) | 4.9 | 12
CC(=O)NCCNc1nc2cc(-c3cccc(Cl)c3)sc2c(=O)n1C | 0.8 | -132
O=C(NCc1ccc(F)c(F)c1)c1ccc(-c2ccc(F)c(F)c2)c2ccoc12 | 0.2 | -18
CCCS(=O)(=O)NC(=O)C1(C)CCCN(C(=O)C2(c3ccc(Cl)cc3)CCCC2)C1 (configuration not stated) | 1.0 | 12
CC(C)N(C)c1ncnc2c1ncn2[C@H]1CN(Cc2ccc(Cl)cc2)C[C@@H](CO)O1 | 0.4 | -1
Cc1cc(C)n2c(NC3CCCCC3)c(-c3ccc(F)cc3)nc2n1 | -0.9 | -92
CCOC1=C2CN(S(=O)(=O)c3ccc(C)cc3)[C@@H](c3ccc(CC)cc3)C[C@H]2[C@H]2C(=O)N(c3ccccc3)C(=O)[C@H]2C1 | -0.5 | 9
OC[C@@H]1CN(Cc2ccncc2)C[C@H](n2cnc3c(NC4CCCC4)ncnc32)O1 | 0.3 | 4
CCOC(=O)C[C@@H]1OC2CCCCC2N1S(=O)(=O)c1ccc(C)cc1 (some centres not stated) | -0.6 | 23
CCC(c1nnnn1-c1c(C)cccc1C)N1CCN(C/C=C/c2ccccc2)CC1 (configuration not stated) | 0.7 | 10
C#CCNC(=O)C[C@@H]1C[C@@]2(C(=O)OCC)CCCC=C2N(CCC2=CCCCC2)C1=O | -0.8 | 21
CCCCn1c(O)c2n(c1=O)Cc1ccccc1N=C2c1ccccc1 | 1.6 | 38
COc1cc(NC(=O)Nc2nnc([C@H]3C[C@H](O)[C@@H](CO)O3)s2)cc(OC)c1 | -1.5 | -2
COC(=O)[C@@]12C[C@@H](CC(=O)NCCC(C)C)C(=O)N(Cc3ccco3)C1=CCC(C)(C)C2 | 1.8 | 23
CC1ON=C(c2ccccn2)N(Cc2ccc(S(C)(=O)=O)cc2)C1=O (configuration not stated) | -3.4 | 2
O=C(Nc1c(Cl)cccc1Cl)Oc1cccc2cccnc12 | -3.0 | 6
CN(C)c1cccc(CNC(=O)c2csc([C@@H]3O[C@H](CO)[C@@H](O)[C@H]3O)n2)c1 | 0.0 | 14
O=C(NCc1ccco1)c1[nH]c(C(F)(F)F)nc1-c1ccccc1 | -1.7 | 25

By substructure: those above with a furan ring, fused or not.
SMILES | MPTP block | SENP8 block
O=C(NCc1ccc(F)c(F)c1)c1ccc(-c2ccc(F)c(F)c2)c2ccoc12 | 0.2 | -18
COC(=O)[C@@]12C[C@@H](CC(=O)NCCC(C)C)C(=O)N(Cc3ccco3)C1=CCC(C)(C)C2 | 1.8 | 23
O=C(NCc1ccco1)c1[nH]c(C(F)(F)F)nc1-c1ccccc1 | -1.7 | 25

Additional records follow.
SMILES | MPTP block | SENP8 block
CCCCNC(=O)C(NC(=O)c1cnccn1)C(=O)c1ccccc1 (configuration not stated) | -0.6 | 13
CCOC(=O)c1cc(OC)c2cccc(CN3CCCC(C)(C(=O)NCCOC)C3)c2c1 (configuration not stated) | -1.8 | -39
C=Cc1ccc(CC2(C)C(=O)Nc3ccc(-c4cccnc4)cc32)cc1 (configuration not stated) | 0.3 | 5
Cc1cc2nc(-c3cccc(Br)c3)c(Cc3ccsc3)n2c(C)c1Br | 1.6 | -9
O=c1[nH][nH]c2c1[C@@H](c1ccc(F)cc1)O[C@H](CCc1ccccc1)C2 | -0.5 | 17
O=C(Nc1nnc([C@@H]2C[C@H](O)[C@@H](CO)O2)s1)c1cccc2ccccc12 | -1.1 | -22
COc1cc(CN2C[C@@H](CO)O[C@@H](n3cnc4c(NCc5ccco5)ncnc43)C2)cc(OC)c1OC | -0.9 | 2
Cc1ccc(S(=O)(=O)Nc2ccccc2NS(=O)(=O)c2ccc(C)cc2)cc1 | 15 | 3
COc1ccc(C(N)c2csc(Nc3ncccn3)n2)cc1 (configuration not stated) | -1.4 | -1
COc1ccc(-c2nc3ccc(Cl)cn3c2Cc2cccc(Cl)c2)cc1OC | -1.4 | -319
Cc1ccc(Cc2c(-c3ccc(C)cc3)nc3c(C)cc(Br)cn23)cc1 | 2.5 | 4
Cc1nc2c(OCc3ccc(F)c(F)c3)cccn2c1N(C)C(=O)CCC1CCCC1 | 0.4 | 1

Laid out differently: results already given.
Below each compound: MPTP block | SENP8 block
- O=C(Nc1nnc([C@@H]2C[C@H](O)[C@@H](CO)O2)s1)c1cccc2ccccc12
 : -1.1 | -22
- COc1cc(CN2C[C@@H](CO)O[C@@H](n3cnc4c(NCc5ccco5)ncnc43)C2)cc(OC)c1OC
 : -0.9 | 2

The list goes on.
SMILES | MPTP block | SENP8 block
CCCNC(=O)C1(C)CCN(C(=O)c2cccnc2Oc2ccccc2)C1 (configuration not stated) | -1.5 | 10
OCCN(Cc1ccccn1)Cc1ccccn1 | -7.5 | -6
CCCCCNC(=O)C(c1ccc(-c2ccccc2)cc1)n1c(=O)c(-c2ccccc2)nc2ccccc21 (configuration not stated) | 12 | -386
OC[C@@H]1CN(Cc2ccc(-c3ccccc3)cc2)C[C@H](n2cnc3c(N4CCCC4)ncnc32)O1 | 0.4 | 13
O=C(NCCN1CCC(n2c(=O)[nH]c3ccccc32)CC1)c1ccc(F)c(C(F)(F)F)c1 | 2.2 | 17
O=C(NCc1ccncc1)[C@@H]1CCCN1C(=O)[C@@H]1CCCN1C(=O)c1cccs1 | -0.5 | 8
COCCNc1nc(Oc2ccccc2)c2sccc2n1 | 0.6 | -121
COc1ccc2cc(C3CC=C(COC(C)=O)CN3S(=O)(=O)c3ccccc3[N+](=O)[O-])n(C(=O)OC(C)(C)C)c2c1 (configuration not stated) | 0.9 | 15
CCc1cc(=O)oc2cc(OC(C)C(=O)N3CC[C@@]4(O)CCCC[C@H]4C3)ccc12 (some centres not stated) | -0.6 | 3
O=S1(=O)CC(N2CCCC2)CN1Cc1ccccc1 (configuration not stated) | -2.8 | 11
CCCCN(C=O)c1c(CC)nc2ccc(C(=O)N3CCN(S(=O)(=O)CC)CC3)cn12 | 4.4 | 0
COC(=O)[C@H](NC(=O)c1cc(-c2ccccc2)sc1N)C(C)C | 0.8 | -124

The final 2 compounds of the part before come first, to join the parts:
SMILES | MPTP block | SENP8 block
CCCCN(C=O)c1c(CC)nc2ccc(C(=O)N3CCN(S(=O)(=O)CC)CC3)cn12 | 4.4 | 0
COC(=O)[C@H](NC(=O)c1cc(-c2ccccc2)sc1N)C(C)C | 0.8 | -124
CC(C)CC1OC(C)CC2=C1C(=O)OC(C)(C)O2 (configuration not stated) | 0.7 | 10
CCCC(C)(C)C(=O)N1CCC1(C)C(=O)NS(=O)(=O)c1ccc(Cl)cc1 (configuration not stated) | 1.2 | 10
COC(=O)C1=CN(c2ccc(N3CCOCC3)cc2)C(N)=C(C#N)C1c1ccc(-c2ccccc2)cc1 (configuration not stated) | -1.4 | -210
COc1cccc(-c2nc3nc(C)cc(C)n3c2NCc2ccccc2)c1 | -0.1 | -44
O=C(Nc1cccc(C(F)(F)F)c1)Nc1nnc([C@H]2C[C@H](O)[C@@H](CO)O2)s1 | -0.8 | -76
CCc1ccc2c(c1)NC(=O)C2(C)Cc1ccccc1 (configuration not stated) | 0.0 | 27
CCc1nc2ccc(C(=O)NC3CCN(Cc4ccccc4)CC3)cn2c1N(CC)Cc1cccc(Br)c1 | 3.9 | -16
Cc1ccc(CNc2nc(NCc3ccccc3)nc3ccsc23)c(C)c1 | 53* | -30
Cc1ccc(F)c(S(=O)(=O)NC(=O)C2(C)CCN2C(=O)c2ccccc2)c1 (configuration not stated) | 1.0 | 16
CCCCN1C(=O)C(CC(=O)NCc2cccs2)CC(C(=O)N2CCCCCC2)=C1C (configuration not stated) | -0.8 | 6
COc1ccc(S(=O)(=O)N2CCCCC2c2cc(C(=O)N3CCOCC3)no2)cc1 (configuration not stated) | 0.5 | 15
COCCNc1ncnc2c1ncn2[C@H]1CN(Cc2ccccc2)C[C@@H](CO)O1 | -0.4 | 2

Whole records as entered above. Values in the order: MPTP block	SENP8 block
`CC(C)CC1OC(C)CC2=C1C(=O)OC(C)(C)O2` (configuration not stated) in the list: 0.7	10
`COc1cccc(-c2nc3nc(C)cc(C)n3c2NCc2ccccc2)c1` in the list: -0.1	-44

Continued.
SMILES | MPTP block | SENP8 block
O=C(NCc1ccccc1)C(c1cccc2ccccc12)n1c(=O)c(-c2cc3ccccc3[nH]2)nc2ccccc21 (configuration not stated) | 1.7 | -394
CC(O)(c1cccnc1)c1nc(-c2cccc(F)c2)cs1 (configuration not stated) | -0.2 | 17
CN1CCN(c2ccc(-c3cccc4nccn34)cn2)CC1 | 1.1 | -459
Cc1noc(C)c1S(=O)(=O)NC(=O)C1(C)CCN1C(=O)Cc1ccc(-c2ccccc2)cc1 (configuration not stated) | 0.7 | 13
CC(CC(=O)Nc1ccc2c(c1)c(=O)n(C)n2Cc1cccc(C(F)(F)F)c1)C(F)(F)F (configuration not stated) | 1.5 | -468
CN(C)CC(=O)N[C@@H]1C=C[C@@H](CC(=O)NCCN2CCCCC2)O[C@@H]1CO | 1.1 | 24
COc1cccc(-c2nc(Cl)nc3cc(Cl)ccc23)c1 | 1.1 | -366
COc1ccc(CCCNC(=O)C2(C)Cc3c(-c4cccc(C(N)=O)c4)ccnc3O2)cc1 (configuration not stated) | 0.3 | 13
OC(c1ccc(F)cc1)c1nc(-c2cccc(F)c2)cs1 (configuration not stated) | 2.5 | 12
Cc1ccc2nc(C(C)(C)C)c(Cc3ccccc3C(F)(F)F)n2c1 | 0.1 | -176
COC(=O)[C@]12CCCCC=C1N(CCC1=CCCCC1)C(=O)[C@H](CC(=O)N1CCC(c3ccccc3)CC1)C2 | 0.2 | 20
Cc1cccc(C)c1NC(=O)C1c2ccccc2OCC(=O)N1CCc1ccccc1 (configuration not stated) | -0.5 | 16
COc1ccc(CCN2C(=O)COc3ccccc3C2C(=O)Nc2ccc3c(c2)OCCO3)cc1OC (configuration not stated) | 0.1 | 8
CCOC(=O)C1(C)CCCN(C(=O)c2ccccc2C(F)(F)F)C1 (configuration not stated) | 0.8 | 11
O=C([C@H]1O[C@@H](n2ccc(=O)[nH]c2=O)[C@H](O)[C@@H]1O)N1CCN(c2ccc(Cl)cn2)CC1 | -0.4 | -116
CC(C)C[C@@H]1COc2cc(N(C)CCO)ccc2S(=O)(=O)N1 | -3.2 | -3
COc1ccc(N2CCN(C(=O)C(=O)c3cccc([N+](=O)[O-])c3)CC2)cc1 | 6.3 | 20
CCCCNC(=O)c1ccc2nc(CC)c(N(CCC(C)C)CCN(C)C)n2c1 | -1.1 | -17
CC1(C(=O)Nc2ccc(Cl)cc2)Cc2c(-c3cccc(C(N)=O)c3)ccnc2O1 (configuration not stated) | 0.4 | 2
CC(C)C[C@@H]1O[C@H](C(C)C)Cc2[nH][nH]c(=O)c21 | -0.1 | 7
COc1ccc(-c2csc(C(C)(NC(C)=O)c3ccccc3)n2)cc1 (configuration not stated) | 0.4 | 17
O=C(NCc1ccc(F)cc1)Nc1nnc([C@H]2C[C@H](O)[C@@H](CO)O2)s1 | 0.6 | 5
Cc1cc(F)cc(-c2cc(C(=O)NCc3ccco3)[nH]n2)c1 | -1.2 | 22
CCCCCNC(=O)c1[nH]c(C(F)(F)F)nc1-c1ccccc1 | 0.1 | 18
O=S1(=O)CC(N2CCC(Cc3ccccc3)CC2)CN1Cc1ccccc1 (configuration not stated) | 0.9 | 9
CC(C)Oc1cc(F)ccc1-c1cc(C(=O)Nc2ccc(F)cc2)[nH]n1 | 4.2 | 14
